Screens from PubChem.
PERK inh – human PERK inhibition, primary cell-based screen; AID 1416; CHO PERK-DD fusion, SEAP luminescence translation reporter; inhibition, % at 5.6 µM; 0.17% of 220,000 active; Q9NZJ5;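 active = inhibition above the mean inhibition of all tested compounds plus 3 SD, set separately per screening campaign, cut at about 2.9% in these data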;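 note: PERK kinase domain activated by AP20187 dimerizer at 100 nM; 0% = DMSO with dimerizer and 100% = rapamycin at 8.4 µM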
Target sequence (Q9NZJ5 whole entry, looked up, the tested form may be a part): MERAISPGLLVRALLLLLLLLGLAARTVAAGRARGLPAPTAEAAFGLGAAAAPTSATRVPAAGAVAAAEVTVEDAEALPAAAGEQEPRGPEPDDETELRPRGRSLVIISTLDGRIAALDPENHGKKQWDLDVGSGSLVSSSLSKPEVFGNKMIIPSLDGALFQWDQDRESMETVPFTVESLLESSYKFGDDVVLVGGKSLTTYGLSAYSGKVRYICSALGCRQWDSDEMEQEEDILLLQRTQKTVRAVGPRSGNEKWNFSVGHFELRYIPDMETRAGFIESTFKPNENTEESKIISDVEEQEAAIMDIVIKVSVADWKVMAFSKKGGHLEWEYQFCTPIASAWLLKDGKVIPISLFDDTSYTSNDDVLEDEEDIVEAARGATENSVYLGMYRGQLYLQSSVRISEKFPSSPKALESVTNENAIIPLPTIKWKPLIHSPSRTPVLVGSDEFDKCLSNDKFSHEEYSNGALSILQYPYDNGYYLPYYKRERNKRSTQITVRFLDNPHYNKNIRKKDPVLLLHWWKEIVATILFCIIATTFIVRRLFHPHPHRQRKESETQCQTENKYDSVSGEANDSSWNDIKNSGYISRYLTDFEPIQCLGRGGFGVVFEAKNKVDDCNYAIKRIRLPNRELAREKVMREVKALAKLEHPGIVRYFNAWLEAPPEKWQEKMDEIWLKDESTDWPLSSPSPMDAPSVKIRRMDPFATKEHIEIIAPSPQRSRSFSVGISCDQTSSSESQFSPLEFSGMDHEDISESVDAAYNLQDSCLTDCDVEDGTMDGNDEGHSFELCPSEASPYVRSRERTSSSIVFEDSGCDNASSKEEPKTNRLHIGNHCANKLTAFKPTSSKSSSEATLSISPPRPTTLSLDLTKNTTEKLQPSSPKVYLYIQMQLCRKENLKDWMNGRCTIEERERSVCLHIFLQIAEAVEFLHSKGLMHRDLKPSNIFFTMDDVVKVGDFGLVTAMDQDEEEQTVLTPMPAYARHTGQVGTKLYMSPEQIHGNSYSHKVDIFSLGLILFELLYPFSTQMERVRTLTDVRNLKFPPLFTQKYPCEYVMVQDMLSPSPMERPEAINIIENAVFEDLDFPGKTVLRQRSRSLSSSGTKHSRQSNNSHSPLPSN
NPY-Y2 PAM-ag – human NPY-Y2 potentiation or agonism, primary screen | AID 1359 | cells expressing NPY-Y2, potentiator/agonist read-out | P49146 | activation, % at 3.6 µM | 0.45% of 220,000 active; in the data active = activation above about 27%;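 note: cells stimulated with NPY near EC25 plus isoproterenol at EC100; 0% = vehicle plus submaximal agonist and 100% = vehicle plus saturating agonist; some results beyond the cut were filed as inactive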
Wee1 degr inh – inhibitors of human Wee1 degradation | P30291 | HeLa Luc-Wee1K328M stability, luciferase luminescence; 100% = proteasome inhibitor MG132 effect | reporter increase, % at 5 µM | 1.2% of 220,000 active | AID 1321;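 active = activation above the mean of all tested compounds plus 3 SD, set per screening run, cut at about 8.8% in these data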;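 note: cells exposed to compound for 20 h before luminescence read; 0% = DMSO alone and 100% = MG132 at 30 µM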
eIF4E-4G inh – inhibitors of eIF4E and eIF4G interaction in translation initiation; TR-FRET eIF4E-eIF4GI(517-606) binding, 2 h; 0.37% of 220,000 active; inhibition, % at 21.7 µM;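 active = inhibition above about 30%, limit read from the data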;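 note: 0% = full FRET control wells and 100% = background wells lacking eIF4GI fragment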
S1P4 antag – antagonists of human S1P4 receptor; O95977; 0.26% of 220,000 active; S1P4-expressing cells, antagonist mode, reporter read-out; inhibition, % at 4.98 µM; AID 1510; in the data active = inhibition above about 29%;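 note: 0% = wells stimulated with agonist and 100% = vehicle wells without agonist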
S1P4 ag – human S1P4 receptor agonism | AID 1509 | S1P4-expressing cell line, agonist reporter assay | 0.35% of 220,000 active | O95977 | activation, % at 4.98 µM; in the data active = activation above about 11%;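 note: 0% = DMSO vehicle and 100% = reference agonist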
BaF3 parental – reduces parental Ba/F3 cell viability, JAK2V617F counter-screen | CellTiter-Glo ATP luminescence | inhibition, % at 5.6 µM | AID 1486 | 1.1% of 220,000 active;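 active = inhibition above a per-campaign cutoff, the mean inhibition of all tested compounds plus 3 SD, cut at about 27% in these data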;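 note: 0% = DMSO wells and 100% = JAK Inhibitor I control wells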
Ba/F3 V617F tox – reduce viability of Ba/F3 cells dependent on JAK2V617F; 1.1% of 220,000 active; inhibition, % at 5.6 µM; Ba/F3 EpoR-JAK2V617F viability, ATP luminescence; AID 1446;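 active = inhibition above the campaign mean plus 3 SD over all tested compounds, cut at about 24% in these data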;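 note: cytokine-independent growth of Ba/F3 cells driven by EpoR plus mutant JAK2; 0% = DMSO-treated cells and 100% = JAK inhibitor I control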
Mdm2 ligase inh – inhibitors of human Mdm2 E3 ubiquitin ligase; cell-based MDM2 ubiquitination luciferase reporter, 2 h; 0 = plate control, 100 = twice control, blank-subtracted; signal enhancement, % at 5 µM; 0.11% of 210,000 active; AID 1230;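 active = signal enhancement of 30% or more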;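 note: luminescence tracks abundance of the self-degrading MDM2-luciferase fusion protein; higher signal means inhibition of MDM2 E3 ligase activity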
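Assay system: stable mammalian line carrying autodegrading MDM2–luciferase fusion reporter; Input: 2000 cells in each well; Compound dosing: single-point 5 µM; Schedule: 2 h compound exposure at 37 °C; Signal: SteadyLite luciferase luminescence after 15 min room-temperature reagent incubation; Evaluation: % luminescence enhancement versus blank-corrected plate control mean; Benchmarks: plate controls and plate blanks.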
Active calls of the source: *; . = no result given; [ ] = another dose, or the depositor's remark.

mol,PERK inh,NPY-Y2 PAM-ag,Wee1 degr inh,eIF4E-4G inh,S1P4 antag,S1P4 ag,BaF3 parental,Ba/F3 V617F tox,Mdm2 ligase inh
CC1=Nc2cc(C(=O)NCCCOC(C)C)ccc2Sc2ccc(C)cc21,0.8,-7,-1,-2,-10,2.0,71*,74*,-12
O=C(CCC(=O)N1CCN(S(=O)(=O)c2ccccc2)CC1)NC1CCCc2ccccc21 (centres undefined),-1.0,10,1,3,-8,0.3,6,-3,-15
CC(C)Oc1ccc(C(=O)NC(C)(C)CO)cc1,0.1,-14,0,5,-5,-3.4,4,-1,-9
CC1Cc2ccccc2N1C(=O)C1CCCN1S(=O)(=O)c1ccc(Cl)cc1 (centres undefined),0.1,0,6,3,-9,1.0,4,1,-28
CCN(CC)CCOC(=O)c1cccc(Cl)c1,-0.9,-6,1,12,-15,1.4,-2,-3,-5
O=C(Nc1ccc2c(c1)OCCO2)c1ccoc1,0.7,14,3,2,-17,-1.3,3,-4,-10
CN(C)S(=O)(=O)c1cccc(-c2nn(-c3ccccc3)cc2/C=C(\C#N)c2nc3ccccc3[nH]2)c1,0.1,-9,-2,-1[fluorescence artefact?],-22,0.5,7,0,-4
Cc1cccc(C)c1-n1c(C)nn(CC2CC2)c1=O,0.1,0,-1,-1,-9,1.6,2,-2,-8
COc1cccc2c(=O)n(CC(=O)N3CCC(C)CC3)ccc12,0.8,-20,-1,-6,7,0.9,1,0,-11
c1ccc(Oc2cccc(CN3CCCCC3)c2)cc1,0.8,-16,1,-2,-16,1.7,7,-1,-11
CCCS(=O)(=O)c1c(S(=O)(=O)CCC)c2ccc(C(N)=O)cn2c1C(=O)OC,-0.3,-9,-4,-5,-14,-1.2,3,5,-12
O=C(c1nn2c(C(F)(F)F)cc(-c3ccco3)nc2c1Br)N1CCCc2ccccc21,-0.9,-3,-1,2,3,2.0,0,-1,-10
CS(=O)(=O)Nc1ccc(S(=O)(=O)N2CCCC2)cc1,0.3,5,-2,-1,-1,1.8,90*,0,-14
COc1nc(OC)nc(N2CCC(C(=O)Nc3cccc4ccccc34)CC2)n1,0.0,-10,-1,0,-2,1.1,11,1,2
COc1ccc(OC)c(S(=O)(=O)NC(C)(C)C)c1,1.2,7,-1,.,11,0.7,6,1,-3
CC(C(=O)O)N1C(=O)CSc2ncccc21 (centres undefined),0.6,9,0,-12[fluorescence artefact?],-20,1.4,1,-2,-10
CCOc1ccc(OCC)c(NC(=O)c2[nH]c(C)c(C(C)=O)c2C)c1,-0.6,-9,0,1,-21,-1.8,3,0,-19
O=C(Nc1nnc(C2CC2)s1)c1cc(S(=O)(=O)N2CCCCC2)ccc1N1CCOCC1,-0.5,19,4,-7,0,0.8,-4,0,.
O=C(CC1COc2ccccc2O1)Nc1ccccn1 (centres undefined),0.4,-9,-2,-1,-8,1.1,2,-2,8
CC(=O)Nc1ccc2nc(SCC(=O)Nc3ccc(N4CCOCC4)c(Cl)c3)sc2c1,-1.5,3,5,-1,-6,-0.1,3,3,-20
COc1ccc(N/N=C(/C#N)S(=O)(=O)C(C)(C)C)cc1,1.0,10,-3,4,10,1.6,7,2,-4
O=C(NCc1ccccc1)c1ncn[nH]1,1.1,-14,1,-2,-8,0.2,-6,0,.
Nc1nc(COc2ccc3ccccc3c2)cs1,0.6,8,9.0*,1,0,-0.1,3,1,-17
CCC(C)Sc1nc2c([nH]c3ccccc32)c(=O)n1C (centres undefined),1.3,-10,-2,0,-10,-1.7,8,2,2

Three entries from above, sorted by the value under eIF4E-4G inh, low to high:
SMILES | PERK inh | NPY-Y2 PAM-ag | Wee1 degr inh | eIF4E-4G inh | S1P4 antag | S1P4 ag | Mdm2 ligase inh
O=C(NCc1ccccc1)c1ncn[nH]1 | 1.1 | -14 | 1 | -2 | -8 | 0.2 | .
CS(=O)(=O)Nc1ccc(S(=O)(=O)N2CCCC2)cc1 | 0.3 | 5 | -2 | -1 | -1 | 1.8 | -14
COc1ccc(N/N=C(/C#N)S(=O)(=O)C(C)(C)C)cc1 | 1.0 | 10 | -3 | 4 | 10 | 1.6 | -4

Next part
mol,PERK inh,NPY-Y2 PAM-ag,Wee1 degr inh,eIF4E-4G inh,S1P4 antag,S1P4 ag,BaF3 parental,Ba/F3 V617F tox,Mdm2 ligase inh
COc1ccc(-c2cc(C(F)(F)F)n3nc(C(=O)N4CCCC4)cc3n2)cc1,0.0,-18,2,-13,-18,-0.1,1,-2,-6
COc1ccc(N2CC(NC(=O)N3CCc4ccccc43)CC2=O)cc1OC (centres undefined),0.8,-4,-1,-3,16,-2.2,9,-2,-17
CC(NS(=O)(=O)c1ccc(F)cc1)C(c1cccs1)N1CCN(C)CC1 (centres undefined),0.1,-1,-2,4,-36,-1.1,3,-1,.
COc1ccc(NC(=O)CSc2nnc(CN3CCOCC3)n2-c2ccccc2)cc1Cl,-0.5,-8,-1,-10,-6,-0.5,0,1,-4
CCC1=NN(C(=O)Cc2ccc([N+](=O)[O-])cc2)C(O)(C(F)(F)F)C1 (centres undefined),-0.2,-4,3,-1,-1,-2.6,2,7,-7
C=C(C)CSc1nnc2n(Cc3ccccc3)c(=O)c3c4c(sc3n12)CCC4,0.5,-2,0,-2,5,-0.9,-1,-4,-5
COCCNC(=O)NC(=O)COC(=O)c1ccc2[nH]c3c(c2c1)CCCC3,-0.6,19,2,7,-24,0.6,3,4,-8
O=C(CSc1nnc(SCc2cccc3ccccc23)s1)Nc1ccc(C(=O)O)cc1,2.1,0,5,6,-5,1.9,15,1,-21
O=c1[nH][nH]c(-c2ccccc2)c1C=Nc1cccc(Cl)c1,2.9*,4,-1,-1,-16,0.2,6,-2,-13
O=C1N/C(=N\N=C\c2cccnc2)SC1Cc1ccc(SC(F)F)cc1 (centres undefined),1.2,1,-1,-3[fluorescence artefact?],-11,-5.0,3,-3,-16
COc1cccc(NC(=O)N2CCN(c3cccc(C)c3C)CC2)c1,-0.3,-10,0,1,4,-0.2,6,0,-4
COC(=O)CN1C(=S)N(c2ccc(Cl)cc2)C(=O)C1CC(=O)Nc1ccc(Cl)cc1 (centres undefined),-0.6,55*,1,5,0,0.0,5,0,-3
Cc1ccc(-c2nc(CN(Cc3c(C)nn(C)c3C)C(C)C)c(C)o2)o1,-0.7,11,1,0,11,-0.7,1,0,-30
CC(/C=N/NC(=O)c1cc(C(C)(C)C)[nH]n1)=C\c1ccccc1,-0.3,-12,1,0,-3,-0.8,-1,-3,-3
Cc1ccc(NC(=O)CSCc2nc3c(nnn3Cc3ccc(F)cc3)c(=O)[nH]2)c(C)c1,-0.3,-33,0,-5,2,-2.5,5,3,-12
CCN(CC)c1nc2c(c(=O)n(C)c(=O)n2C)n1CC(=O)c1ccccc1,-0.4,-3,-2,1,-24,0.5,5,0,-2
COC(=O)c1sc(NC(=O)C2CCCCC2C(=O)O)c(C(=O)OC)c1C (centres undefined),1.0,0,3,2,-14,0.1,5,-1,-15
CCOC(=O)c1ccc(N2C(=O)CC(N3CCC(C(=O)OCC)CC3)C2=O)cc1 (centres undefined),-0.1,-6,6,-10,-14,-1.1,2,-4,-4
Cc1ccc(-c2ccc(SCC(=O)Nc3cc(C)on3)nn2)cc1,0.7,5,0,-1,2,0.2,4,-3,-1
CCOC(=O)c1cnc(Nc2ccc(OCC)cc2)nc1C,0.7,0,5,-8,-2,0.2,4,-2,-25
Cc1ncccc1C(=O)N1CCCC(CNC(=O)C2(c3ccc(Cl)cc3)CC2)C1 (centres undefined),0.6,9,1,1,-7,0.3,2,-2,-5
CCOc1cc(/C=N/N=C2/NC(=O)C(CC(=O)O)S2)ccc1OCc1ccc(Cl)cc1Cl (centres undefined),0.0,1,-1,3,-14,0.3,2,-1,-8
COc1ccc(N=C2SC(CC(=O)Nc3ccccc3F)C(=O)N2Cc2ccco2)cc1 (centres undefined),-0.1,10,-4,18[fluorescence artefact?],0,-0.5,1,-2,12
Cc1ccc(NC(=S)N/N=C2\CC(C)(C)Oc3ccc(O)cc32)cc1,1.0,5,3,-8,6,1.1,6,-3,-9
CCc1nnc(NC(=O)CSc2nc3cc4c(cc3cc2C)OCCO4)s1,1.2,-6,0,-52[fluorescence artefact?],-14,1.4,6,0,-26
COc1ccc(OC)c(C(=O)COC(=O)CNC(=O)C2CCCCC2)c1,1.8,-24,0,-10,-9,1.4,4,0,-2
CCOc1ccccc1NC(=S)N(CCN(C)C)C(C)c1ccncc1 (centres undefined),1.6,7,1,-1,-4,-0.1,2,-4,21
COc1ccc(C(=O)/C=C/C(=O)N(CC(=O)NC2CCCCC2)Cc2ccccc2)c(O)c1,-0.8,-18,0,2,4,-0.7,7,-2,20
Cc1csc(SCCn2c(N3CCCC3)nc3c2c(=O)[nH]c(=O)n3C)n1,-0.1,14,1,2,-7,-1.4,0,-5,-4
CCOc1ccc(NC(=O)c2ccc3nccnc3c2)cc1,0.1,-5,0,-3,7,0.8,2,1,-21
Cc1cc(-c2ccc3ccccc3c2)n2ncnc2n1,0.1,0,-1,0,-4,-1.7,3,2,-3
CC(C)(C)C(=O)NC(=S)Nc1ccc(F)cc1,0.5,6,2,5,-9,-1.8,3,-1,-6
O=C(c1ccccc1-c1nc2ccccc2[nH]1)N1CCCCC1,-0.8,6,-1,1,-2,0.5,1,-3,-19
Cc1cc(C)n2c(SCC(=O)Nc3cc(C)on3)nnc2n1,1.5,-5,1,-1,-3,0.4,-1,1,-2
Cc1[nH][nH]c(=O)c1C(c1c(C)[nH][nH]c1=O)c1cn(Cc2ccc(Cl)c(Cl)c2)c2ccccc12,0.5,1,4,-1,-4,-1.4,8,0,9
Cc1nn(-c2ccccc2)c(NC(=O)c2cccs2)c(-c2ccc(Cl)cc2)c1=O,0.2,-8,0,1,-21,0.7,5,-2,-8
COCc1[nH]nc2c1C1(C(=O)N(C)c3ccccc31)C(C#N)=C(N)O2 (centres undefined),0.2,-6,-3,7,-9,2.0,1,-2,-4
CC(=O)Nc1ccc(S(=O)(=O)NNC(=O)c2cccc(Br)c2)cc1,0.4,-19,1,1,-5,0.8,5,1,.
COc1cccc(/C=N/n2c(-c3n[nH]c4c3CCC4)n[nH]c2=S)c1O,0.3,7,0,3,-1,0.8,3,3,-17
O=C(N/N=C/c1ccccc1)c1sccc1OCc1ccc(F)cc1,0.6,-19,-2,3[fluorescence artefact?],-11,-3.1,-2,-1,-3
Clc1ccccc1CSc1nnc(/C=C/c2ccccc2)o1,0.3,-10,0,-5,0,2.3,1,0,-14
Cc1cc(C(=O)Nc2sc3c(c2C#N)CCC(C)C3)cs1 (centres undefined),-0.9,11,-1,-2,2,-0.5,0,-4,-11
COC(=O)c1[nH]c2cc(OC)ccc2c1NC(=O)CN1CCN(c2cccc(C)c2)C(C)C1 (centres undefined),-1.4,11,-2,7,-17,0.8,8,5,2
COc1ccc(/C=N/n2c(-c3ccco3)nc3ccccc3c2=O)cc1,-1.0,-4,0,1[fluorescence artefact?],-7,-1.1,-4,0,.
Cc1cc(NC(=O)CSc2cn(CCNC(=O)c3ccccc3)c3ccccc23)no1,1.0,13,-1,6,-2,-1.0,5,-2,-10
